TNAP inh noacc: inhibitors of human TNAP without phosphate acceptor; P05186; purified TNAP, CDP-star luminescence, 30 min; inhibition, % at 20 µM; 200,000 tested, 0.26% active; AID 1012;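 active means tissue-nonspecific alkaline phosphatase inhibition above about 50% at 20 µM in the single-dose screen, limit read from the data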;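 further: 0% = DMSO negative control and 100% = EDTA positive control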
Target sequence (P05186 whole entry, looked up): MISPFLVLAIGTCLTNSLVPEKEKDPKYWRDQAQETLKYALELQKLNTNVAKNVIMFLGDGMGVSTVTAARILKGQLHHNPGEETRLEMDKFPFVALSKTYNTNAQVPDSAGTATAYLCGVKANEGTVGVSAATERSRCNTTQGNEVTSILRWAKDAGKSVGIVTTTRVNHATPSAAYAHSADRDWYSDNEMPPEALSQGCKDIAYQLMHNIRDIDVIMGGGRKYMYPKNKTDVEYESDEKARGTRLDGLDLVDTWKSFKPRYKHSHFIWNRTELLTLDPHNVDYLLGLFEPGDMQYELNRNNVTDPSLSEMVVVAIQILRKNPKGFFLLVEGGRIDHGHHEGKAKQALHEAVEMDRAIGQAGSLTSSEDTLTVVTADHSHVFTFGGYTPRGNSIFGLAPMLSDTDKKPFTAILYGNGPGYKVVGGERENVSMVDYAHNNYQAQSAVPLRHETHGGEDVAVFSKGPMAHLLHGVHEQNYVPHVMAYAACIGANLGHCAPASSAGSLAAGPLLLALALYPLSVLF
Hsp70 activator: switches on Hsp70 transcription; AID 1203; activation, % at 10 µM; 200,000 tested, 0.04% active; HeLa Hsp70 promoter luciferase reporter, luminescence; scaled: vehicle 0, proteasome-inhibitor control 100%;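 active means activation above the mean across all tested compounds plus 3 SD, cutoff set per campaign, cut at about 5.5% in these data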;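 further: 100% = MG132 at 30 µM as the positive control and 0% = DMSO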
RAM inhibit: yeast RAM network inhibition | S. cerevisiae dse1pr::URA3 reporter, 5-FOA growth OD615, 2 d; analog-sensitive cbk1-as2 kinase mutant strain | inhibition, % at 50 µM | 190,000 tested, 1.8% active | AID 868;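 active means inhibition above a set limit, 3 SD over mean compound inhibition, cut at about 8.4% in these data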;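 further: 0% = DMSO-only wells with no growth and 100% = 10 µM 1-NA-PP1 full growth; inhibition rescues growth on 5-FOA so higher OD means more RAM inhibition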
DTT redox prof: compounds producing H2O2 with reducing agent – biochemical, NIH compound library profiling, artefact control for MLSCN library redox annotation, primary screen; DTT-dependent redox cycling H2O2, phenol red/HRP absorbance; 100% = 100 µM peroxide control, 0% = buffer; activation, % at 10 µM; 200,000 tested, 0.03% active;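 active means activation of at least 50% relative to the plate's high and low controls in the primary single-dose screen; inactive means activation below 50%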;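 further: compound incubated with DTT at 0.8 mM final as the reducing agent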
PMI act: phosphomannose isomerase (human) activation; P34949; purified human PMI, coupled resazurin fluorescence, 20 min; active compounds read high; 1 = vehicle control, 0 substrate-free wells; activation factor at 20 µM; 190,000 tested, 0.005% active;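 active means activation factor of 2 or more at 20 µM, relative to plate controls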
TNAP inh hi DEA: TNAP (human) inhibition, high acceptor; inhibition, % at 20 µM; purified TNAP, CDP-star luminescence, 1 M DEA; P05186; 200,000 tested, 0.03% active;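 active means over 50% inhibition of tissue-nonspecific alkaline phosphatase at 20 µM in the single-dose screen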;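 further: plate controls were DMSO wells for no effect and EDTA-quenched wells as full inhibition for full effect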
PMI act satM6P: increases human PMI activity with near-saturating mannose 6-phosphate. coupled PMI enzyme assay, resazurin fluorescence, 20 min; active compounds read high; 1 = untreated enzyme, 0 = substrate-free blank. activation factor at 20 µM. 190,000 tested, 0.34% active;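 active means activation factor of 2 or more at 20 µM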
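Material: human phosphomannose isomerase with PGI, G6PDH, diaphorase coupling enzymes. Quantity: 15 ng/mL PMI. Medium: HEPES pH 7.4 buffer with MgCl2 and Tween-20. Reagent: Near-saturating mannose-6-phosphate, 1.0 mM. Compound: 20 µM single dose. Times: enzyme reaction with compound 20 min at room temperature. Detection: resorufin fluorescence at Ex 544/Em 590 nm.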
HMGR II inh: blocks class II HMG-CoA reductase of Enterococcus faecalis. AID 1066. 190,000 tested, 0.41% active. inhibition, % at 10 µM. purified E. faecalis HMGR, NADPH absorbance 340 nm kinetic;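 active means inhibition above a set limit, the median over all tested compounds plus 3 SD, cut at about 9.5% in these data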;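 further: enzyme runs in reverse so mevalonate oxidation gives rising NADPH absorbance; 0% = complete reaction with DMSO and 100% = background rate lacking mevalonate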
L major viab: Leishmania major promastigote growth inhibition | Leishmania major promastigotes, resazurin fluorescence viability | inhibition, % at 10 µM | 200,000 tested, 9% active; in the data active means inhibition above about 50%;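 further: promastigotes grown with compound for 44 hours at 28 °C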
S1P3 antagonist: S1P3 (human) receptor antagonism; CHO S1P3 NFAT-BLA reporter, FRET fluorescence, antagonist mode; inhibition, % at 4.98 µM; 170,000 tested, 0.27% active; AID 485;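 active means inhibition above the plate cutoff, the mean inhibition of test wells on that plate plus 3 SD, cut at about 28% in these data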;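 further: cells challenged with S1P at its EC80 of 0.8 µM; blue over green emission ratio from cleaved BLA substrate after 4 h stimulation; 0% = S1P-stimulated wells and 100% = unstimulated DMSO-only wells; some compounds past the cut are filed as inactive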
Target sequence (Q99500 whole entry, looked up): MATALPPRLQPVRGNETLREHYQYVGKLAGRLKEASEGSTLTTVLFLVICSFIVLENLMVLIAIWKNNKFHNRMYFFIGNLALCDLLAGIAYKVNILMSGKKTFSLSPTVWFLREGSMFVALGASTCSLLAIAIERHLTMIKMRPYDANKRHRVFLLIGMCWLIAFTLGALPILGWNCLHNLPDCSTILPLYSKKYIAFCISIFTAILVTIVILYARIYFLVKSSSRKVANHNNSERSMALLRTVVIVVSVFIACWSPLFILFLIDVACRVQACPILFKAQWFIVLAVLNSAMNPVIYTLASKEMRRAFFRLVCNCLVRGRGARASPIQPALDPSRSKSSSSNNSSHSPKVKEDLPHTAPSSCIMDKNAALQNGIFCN
Active calls of the source: *; · = not tested or not shown. The order is random; any-hit rate near 12%.

1) CC(NC(=O)c1ccccc1)c1ccc(Br)cc1 (stereo unspecified)
2) CS(=O)(=O)N1CCN(CCN2C(=O)c3cccc4cccc(c34)C2=O)CC1
3) CCc1cccc(C)c1NC(=S)NCc1cccn1C
4) CCn1c(=O)cc(OCC(=O)N2CCCC2)c2ccccc21
5) Cc1cccc(C(=O)NNC(=O)Nc2ccccc2)c1
6) COC(=O)c1ccc(N2C(=O)CC(N(C)Cc3ccccc3)C2=O)cc1 (stereo unspecified)
7) COc1cc(C2C(C(=O)Nc3ccc(F)cc3)=C(C)Nc3nc(CCCO)nn32)cc(OC)c1OC (stereo unspecified)
8) Cc1ccc2nc(-c3ccc(O)cc3)c(Nc3ccc4c(c3)OCCO4)n2c1
9) NS(=O)(=O)c1ccc(CCNC(=O)c2ccccc2F)cc1
10) Cc1ccc2ncnc(NCCC(=O)O)c2c1

Compound	1	2	3	4	5	6	7	8	9	10
TNAP inh noacc	2.8	-3.3	-16.3	-17.0	-12.6	-5.7	-17.7	30.5	-5.2	1.8
Hsp70 activator	0.0	-0.1	0.2	-0.4	-0.2	-0.5	·	0.3	-0.2	0.0
RAM inhibit	1.6	-0.1	0.5	0.7	0.3	-0.5	6.4	1.4	1.2	4.2
DTT redox prof	-1.1	-1.7	0.1	-1.1	0.4	-2.0	-3.1	0.5	-0.1	-0.7
PMI act	1	1.1	1.1	1	1	1	1	0.9	1	1.1
TNAP inh hi DEA	2.4	-8.3	-5.9	-9.1	-3.1	-0.3	-4.8	-6.6	-5.7	1.3
PMI act satM6P	1	1.1	1.3	0.9	0.9	1	1	0.8	1	1
HMGR II inh	-6.4	-1.1	-0.5	-9.1	-3.4	-3.6	-3.2	-8.1	3.3	-0.7
L major viab	55.2*	11.2	49.3	-3.3	-7.6	-1.2	-0.3	11.4	0.0	-3.4
S1P3 antagonist	-4.7	-1.1	-6.2	-15.0	-5.1	-17.4	-8.8	·	7.9	·

11) C=C(C)Cn1c(SCC)nc2ccccc2c1=O
12) COc1ccc(CCn2nnnc2CN2CCN(C(=O)c3ccco3)CC2)cc1OC
13) COC(=O)CNC(=O)C1CCN(C(=O)OCc2ccccc2)CC1
14) O=C(NCCCN1CCOCC1)C(=O)NCC1CCCO1 (stereo unspecified)
15) C=CCC(C(=O)c1ccccc1)[N+](C)(C)CC=C (stereo unspecified)
16) Cc1cccc(C)c1OCC(=O)Nn1c(C)nc2ccccc2c1=O
17) FC(F)(F)c1cccc(Cn2nnnc2-c2cc(Cl)cc(Cl)c2)c1
18) Cc1c(CCOC(=O)c2ccccc2)sc[n+]1Cc1ccccc1
19) Cc1cc(C)c(C)c(S(=O)(=O)N2CCNCC2)c1C
20) COc1ccccc1NS(=O)(=O)c1cc(NC(=O)CCNC(C)=O)ccc1C

Compound	11	12	13	14	15	16	17	18	19	20
TNAP inh noacc	-4.5	-10.2	-2.3	-21.9	-12.0	-5.1	-4.6	30.8	-10.9	7.2
Hsp70 activator	0.7	-0.1	0.0	0.0	-0.3	0.4	-0.3	0.3	0.6	-0.3
RAM inhibit	-0.1	-0.2	-0.3	1.4	1.2	0.0	7.8	1.2	-0.5	0.4
DTT redox prof	2.4	-0.8	-3.6	0.4	0.0	-0.3	-3.7	-0.3	-1.9	-0.3
PMI act	0.9	0.9	0.9	1	0.9	0.9	0.8	0.8	1.1	1.2
TNAP inh hi DEA	-4.2	-6.1	-3.3	-0.6	-3.8	-0.3	-1.2	8.8	-7.1	0.3
PMI act satM6P	0.9	1	0.9	1.1	1	1	0.9	1	1.1	1.2
HMGR II inh	-3.8	-5.0	2.8	0.5	-1.4	-1.4	1.6	-1.4	0.4	-2.5
L major viab	-7.2	-3.2	-4.9	33.9	-3.1	-0.6	14.7	-3.4	9.9	-7.4
S1P3 antagonist	2.2	5.0	·	-4.6	-12.0	-4.5	·	-16.5	-6.5	-1.5

21) FC(F)(F)C1=CC(c2ccc(Cl)cc2)=NCCN1
22) Cc1ccc(S(=O)(=O)N(C)Cc2ccc(C(=O)N/N=C/c3ccc(OC(F)F)cc3)cc2)cc1
23) Cc1nc2c(c(N3CCOCC3)n1)OCC(=O)N2
24) COc1ccc(NC(=O)CN(c2cc(C)cc(C)c2)S(=O)(=O)c2c(C)noc2C)cc1OC
25) CCN(CC)S(=O)(=O)c1ccc(C(=O)OCC(=O)NCCN2C(=O)CSC2=O)cc1
26) CCc1ccc(NC(=O)Cn2nc(C(F)(F)F)c3c2CCC3)cc1
27) Cc1cc(Cl)ccc1NC(=S)NCc1ccccc1
28) CC1CC(C)(C)N(C(=O)CSc2ccc(-c3ccc(F)cc3)nn2)c2ccccc21 (stereo unspecified)
29) O=C(NC1(O)C(=O)c2ccccc2C1=O)c1ccccc1
30) Nc1nc(-c2ccc3ccccc3c2)c(C2(O)C(=O)Nc3c(Br)cc(F)cc32)s1 (stereo unspecified)

Compound	21	22	23	24	25	26	27	28	29	30
TNAP inh noacc	-7.3	0.8	-13.3	-21.3	-18.3	-0.8	-6.2	-0.7	-5.9	-5.0
Hsp70 activator	-0.3	-0.5	-0.1	-0.2	-0.5	-0.1	-0.3	-0.2	-0.2	-0.2
RAM inhibit	0.7	6.3	0.3	2.5	2.6	3.8	3.6	3.4	0.7	3.0
DTT redox prof	1.8	-0.2	-2.6	-0.3	1.5	1.7	1.4	0.5	0.0	1.6
PMI act	0.9	1.1	1.1	0.9	1	0.9	0.8	0.8	0.9	0.9
TNAP inh hi DEA	-2.6	1.9	-2.3	-4.7	-0.5	-1.8	-0.3	0.6	-2.2	-7.6
PMI act satM6P	0.9	1.1	1.1	0.9	0.9	0.9	0.9	0.9	0.9	1
HMGR II inh	-0.8	-5.0	-4.1	-0.5	2.0	-0.8	-2.2	-1.2	-7.2	-0.6
L major viab	-0.2	-0.8	10.9	6.4	-7.5	-6.4	25.4	6.9	-3.3	-5.4
S1P3 antagonist	·	3.9	·	-25.0	-0.1	·	·	·	-22.3	·

31) NNC(=O)CNC(=O)c1cccc(Br)c1
32) O=C1N(c2ccc(Cl)c(Cl)c2)CN(Cc2ccccc2)CN1n1cnnc1
33) Cc1nn2c(N3CCN(c4ccccn4)CC3)cc(C(C)C)nc2c1-c1ccccc1
34) COC(=O)C1=C(C)NC(=O)CC1c1ccccc1OC (stereo unspecified)
35) Cn1c(NC(=O)c2ccc(Cl)cc2)cc(=O)n(C)c1=O
36) COc1cccc(C(=O)Nc2cnn(C(C)C)c2)c1
37) CCCOc1ccc(C2C(C(=O)OC)=CN(CCOC)C=C2C(=O)OC)cc1
38) Cn1c(-c2cccc([N+](=O)[O-])c2)cnc1NCc1cccc([N+](=O)[O-])c1
39) CN(C)S(=O)(=O)c1ccc(C(=O)NCC(=O)N/N=C/c2ccco2)cc1
40) O=C(C1CC(=O)N(c2ccc3c(c2)OCCO3)C1)N1CCN(c2ccccc2)CC1 (stereo unspecified)

Compound	31	32	33	34	35	36	37	38	39	40
TNAP inh noacc	-5.7	-5.7	-2.4	-2.3	-2.6	-9.9	-18.4	2.8	-12.0	-15.2
Hsp70 activator	-0.1	0.5	-0.3	-0.3	-0.1	0.0	-0.3	-0.1	0.2	0.1
RAM inhibit	2.9	1.5	0.2	0.0	0.0	0.5	0.3	1.5	1.2	0.4
DTT redox prof	-5.3	0.1	-1.0	0.4	-1.0	0.1	0.6	2.7	0.0	-1.9
PMI act	0.9	0.9	0.8	1	1.1	1.3	0.9	0.9	1	1.1
TNAP inh hi DEA	0.3	-0.9	0.0	2.1	3.9	-1.5	-6.5	1.1	0.4	-0.6
PMI act satM6P	0.9	0.9	0.9	1.1	1	1.2	1	0.9	1	1
HMGR II inh	-2.3	-7.0	-1.7	0.0	0.9	0.9	-5.9	-4.5	-8.1	-6.8
L major viab	-2.7	2.4	18.4	-5.1	-7.1	-2.3	14.8	32.7	20.9	0.0
S1P3 antagonist	·	-39.6	7.9	-1.8	-7.3	11.9	3.7	8.5	-23.4	9.4

Taken from above.
Value for COc1cccc(C(=O)Nc2cnn(C(C)C)c2)c1 in PMI act: 1.3
Value for Cn1c(-c2cccc([N+](=O)[O-])c2)cnc1NCc1cccc([N+](=O)[O-])c1 in TNAP inh hi DEA: 1.1

Next section
41) Cc1cc(C)c(-c2csc(Cc3nc(-c4cc5ccccc5oc4=O)cs3)n2)cc1C
42) COc1ccc2cc3cc(C(=O)Nc4ccc5c(c4)OCO5)oc3nc2c1
43) C=CCc1ccc(OCCOCCNCCCC)c(OC)c1
44) N#C/C(=C(/O)c1ccc(F)cc1)c1nc2ccccc2s1
45) COC(=O)Cn1ncc(N2C3CC(CC(C)(C)C3)C2C)c(Cl)c1=O (stereo unspecified)
46) COc1ccccc1-c1nnc(NC(=O)C(C)C)s1
47) Cc1noc(C)c1C(=O)OC(C(=O)NC1CCCC1)c1ccc(F)cc1 (stereo unspecified)
48) CC1=C(C(=O)Nc2ccccc2)C(c2cccnc2)n2nc(-c3cccnc3)nc2N1 (stereo unspecified)
49) CCOc1ccccc1NC(=O)C1CCCN(S(=O)(=O)c2ccc(OC)c(C)c2)C1 (stereo unspecified)
50) Nc1c(C(=O)C2CC2)sc2nc3c(cc12)CCC3
51) CC(C)CCNCC(=O)NC(c1ccccc1)c1ccccc1

Compound	41	42	43	44	45	46	47	48	49	50	51
TNAP inh noacc	-33.4	2.4	-5.6	-8.1	-4.6	-3.5	-11.5	1.0	-5.4	-24.8	-13.4
Hsp70 activator	-0.3	-0.5	-0.1	0.2	-0.3	-0.1	0.0	-0.2	-0.7	0.4	0.0
RAM inhibit	2.5	3.5	2.0	3.1	0.7	4.2	0.6	1.2	3.7	0.2	1.8
DTT redox prof	1.7	1.3	0.1	-0.1	·	-2.7	1.4	-1.0	1.3	-0.8	-0.1
PMI act	1	1.2	0.9	1	1	1	1.1	0.9	0.8	1	0.9
TNAP inh hi DEA	-1.3	-4.2	-4.1	-1.9	-5.8	3.7	-5.2	-0.1	-6.1	-7.4	-1.0
PMI act satM6P	1.1	1	1	0.9	0.9	1	1.1	0.8	0.9	1	1
HMGR II inh	-5.9	-3.1	-3.9	-4.0	1.6	0.0	-0.1	-1.2	0.3	0.2	-0.1
L major viab	-6.6	99.7*	95.8*	-2.1	81.0*	4.9	-0.4	14.4	3.5	-4.6	12.8
S1P3 antagonist	0.8	-12.7	·	-9.7	-7.2	42.1	-10.3	0.3	4.3	6.0	1.8

3 entries out of the list above, sorted by the number in DTT redox prof, descending.
cpd	canonical_smiles	TNAP inh noacc	Hsp70 activator	RAM inhibit	DTT redox prof	PMI act	TNAP inh hi DEA	PMI act satM6P	HMGR II inh	S1P3 antagonist
43	C=CCc1ccc(OCCOCCNCCCC)c(OC)c1	-5.6	-0.1	2.0	0.1	0.9	-4.1	1	-3.9	·
48	CC1=C(C(=O)Nc2ccccc2)C(c2cccnc2)n2nc(-c3cccnc3)nc2N1 (stereo unspecified)	1.0	-0.2	1.2	-1.0	0.9	-0.1	0.8	-1.2	0.3
46	COc1ccccc1-c1nnc(NC(=O)C(C)C)s1	-3.5	-0.1	4.2	-2.7	1	3.7	1	0.0	42.1
